Rad51 HR inh – human RAD51 strand exchange inhibitors, primary screen, biochemical, fluorescence; DNA repair protein RAD51 homolog 1 (Homo sapiens), Q06609; hRad51 DNA strand exchange, fluorescence dequenching; inhibition, % at 10 µM; 0.085% of 200,000 active; AID 1385, 2008;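 active = inhibition above 40% at the single screening dose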;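 note: 0% = DMSO control wells and 100% = blanks with heterologous ssDNA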
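System: hRad51 filaments on single-stranded DNA; reagent: Fluorescein- and BHQ1-tagged 47-mer duplex; compound dosing: one concentration, 10 µM final; timing: filaments 15 min 37 °C, then compound 30 min; measured by: fluorescein emission 520 nm, excitation 485 nm; benchmarks: per-plate controls and blanks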
Furin inhibitor – human furin inhibitors, primary screen, biochemical, fluorescence intensity | P09958 | purified furin, fluorogenic substrate cleavage | inhibition, % at 30 µM | 0.061% of 220,000 active | AID 463115, 2010; in the data active = inhibition above about 25%; note: inactives centre near -15
EBV gp42 block – Epstein-Barr virus gp42 inhibitors, primary screen, biochemical, uHTS, fluorescence polarization; 0.42% of 220,000 active; Fluorescence polarization binding assay, mP read-out; Glycoprotein 42 (Epstein-Barr virus (strain AG876)), Q1HVG2; AID 1085, 2008; inhibition, % (tested at 21.74 µM); in the data active = inhibition above about 50%
eIF4E-4G inh – eIF4E–eIF4G protein interaction inhibitors, primary screen, biochemical, uHTS, TR-FRET, eIF4GI fragment; Eukaryotic translation initiation factor 4E (Mus musculus) + Eukaryotic translation …; TR-FRET eIF4E-eIF4GI(517-606) binding, 2 h; inhibition, % at 21.7 µM; 0.37% of 220,000 active;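 note: 0% = full FRET control wells and 100% = background wells lacking eIF4GI fragment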
hK5 inh – human KLK5 protease inhibitors, primary screen, biochemical, 1536-well | Kallikrein-5 (Homo sapiens), Q9Y337 | recombinant hK5, fluorogenic AMC substrate cleavage | inhibition, % at 5 µM | 0.59% of 210,000 active;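 active = inhibition of 40% or more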;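 note: 0% = enzyme controls without compound and 100% = no-enzyme blanks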
thrombin 1536 – human alpha-thrombin inhibitors, primary screen, counter-screen for coagulation protease inhibitor project, biochemical, 1536-well, fluorogenic AMC substrate; Prothrombin (Homo sapiens), P00734; Boc-VPR-AMC fluorogenic substrate cleavage; inhibition, % at 5 µM; 0.26% of 220,000 active; AID 1046, 2008;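 active = inhibition at or above 40%; inactive = inhibition below 40%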;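 note: 0% = enzyme with no compound and 100% = wells without enzyme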
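Assay system: human alpha-thrombin enzyme. Reagent: Boc-VPR-AMC substrate, 15 µM final. Compound dosing: one concentration per compound, 5 µM, with 0.2% DMSO. Incubation: room-temperature reaction. Technique: AMC fluorescence, 355/460 nm. Measure: % inhibition relative to enzyme controls and enzyme-free blanks.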
14-3-3 Bad PPI – inhibitors of 14-3-3 zeta/Bad binding, primary screen, biochemical, TR-FRET, bovine 14-3-3 zeta; 0.71% of 220,000 active; AID 781, 2007; inhibition, % at 21.7 µM; TR-FRET 14-3-3zeta/Dy647-pBad peptide displacement, 1 h;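 active = inhibition above about 70%, limit read from the data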;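 note: 0% = full 14-3-3 plus peptide FRET controls and 100% = background without 14-3-3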
Cl transport mod – KCC2 cotransporter modulators, thallium flux, primary screen, cell-based, HEK293 KCC2, FluoZin-2 fluorescence, MLSMR | Solute carrier family 12 member 5 (Homo sapiens), Q9H2X9 | 2.2% of 190,000 active | KCC2 cells, thallium flux FluoZin-2 fluorescence | B-score of Tl+ flux slope (higher = more flux/activation; lower = inhibition) at 10 µM;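 active = thallium flux slope and its plate-corrected score both differing from the plate sample mean at a set confidence after two filtering rounds, in either direction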;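 note: slope of fluorescence scaled to starting intensity during 10 to 20 s after thallium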
Target sequence (Q9H2X9 whole entry, looked up): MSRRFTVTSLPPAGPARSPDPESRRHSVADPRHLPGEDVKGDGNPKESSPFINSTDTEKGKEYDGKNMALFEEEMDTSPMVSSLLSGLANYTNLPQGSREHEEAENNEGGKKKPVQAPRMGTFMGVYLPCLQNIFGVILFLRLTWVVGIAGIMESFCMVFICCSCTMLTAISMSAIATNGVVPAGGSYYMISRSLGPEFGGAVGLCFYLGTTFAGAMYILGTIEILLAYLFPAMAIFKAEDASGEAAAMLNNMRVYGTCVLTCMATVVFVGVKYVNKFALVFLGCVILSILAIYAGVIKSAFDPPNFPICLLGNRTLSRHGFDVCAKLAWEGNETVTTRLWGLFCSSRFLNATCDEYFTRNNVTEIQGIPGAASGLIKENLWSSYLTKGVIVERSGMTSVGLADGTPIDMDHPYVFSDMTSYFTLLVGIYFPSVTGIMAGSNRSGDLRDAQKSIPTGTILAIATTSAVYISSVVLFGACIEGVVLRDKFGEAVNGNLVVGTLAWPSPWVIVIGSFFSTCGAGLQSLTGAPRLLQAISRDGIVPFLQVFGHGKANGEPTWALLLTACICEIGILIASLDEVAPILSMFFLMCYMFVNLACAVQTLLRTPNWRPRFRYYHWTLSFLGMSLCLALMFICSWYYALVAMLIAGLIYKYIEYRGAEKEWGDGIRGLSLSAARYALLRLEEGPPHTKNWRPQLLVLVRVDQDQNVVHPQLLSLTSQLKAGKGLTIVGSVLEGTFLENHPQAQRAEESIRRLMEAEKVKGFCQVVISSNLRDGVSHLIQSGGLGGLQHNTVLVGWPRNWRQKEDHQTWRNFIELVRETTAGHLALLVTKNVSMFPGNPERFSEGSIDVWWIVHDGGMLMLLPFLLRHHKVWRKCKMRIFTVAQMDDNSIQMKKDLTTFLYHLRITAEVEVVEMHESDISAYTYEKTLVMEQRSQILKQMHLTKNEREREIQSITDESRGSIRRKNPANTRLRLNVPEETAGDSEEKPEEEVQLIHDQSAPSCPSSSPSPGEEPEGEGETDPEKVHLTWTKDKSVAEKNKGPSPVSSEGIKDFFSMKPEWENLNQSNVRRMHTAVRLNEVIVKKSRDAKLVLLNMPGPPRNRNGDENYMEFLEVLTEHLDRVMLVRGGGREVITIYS
p47phox inh – p47phox/p22phox peptide binding inhibitors, primary screen, biochemical, uHTS, NADPH oxidase regulatory subunit. Neutrophil cytosol factor 1 (Homo sapiens), P14598. fluorescence polarization, 2 h. inhibition, % at 24.7 µM. 0.53% of 220,000 active;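 note: 0% = p47phox with labelled peptide and 100% = labelled peptide alone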
An asterisk follows results filed as active; x = no result given; [ ] = dose if it differs, or a comment.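 Rule for the calls, unless noted: active = inhibition above about 30% (limit read from the data); inactive = the rest.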

smiles	Furin inhibitor	Rad51 HR inh	thrombin 1536	hK5 inh	Cl transport mod	14-3-3 Bad PPI	p47phox inh	EBV gp42 block	eIF4E-4G inh
Cc1ccc(C(=O)O/N=C/c2ccc3c(c2)OCO3)cc1	11.3	-1.1	-1.0	-14.9	0.93	11.0[fluorescence artefact?]	-8.2	-14.1	2.9
COc1ccc(NC(=S)NCCCN2CCN(C3CCCCC3)CC2)cc1	-11.2	8.4	-7.0	-7.7	0.597	-24.2	-6.5	-0.5	-0.2
CNC(=O)c1c(C)nc(SCC(=O)NCc2ccc(OC)cc2)c(C#N)c1-c1ccco1	-5.1	-6.0	-6.9	-10.3	0.27	8.2	-8.6	-18.9	0.8
O=S(=O)(c1ccc2c(c1)C(=NO)c1cc(S(=O)(=O)N3CCCCC3)ccc1-2)N1CCCCC1	-20.9	-1.0	-0.2	4.1	-0.488	-1.2	22.7	2.5	-21.9
O=c1ccn(-c2cccc(C(F)(F)F)c2)nc1-c1ccn(-c2ccccc2)n1	-14.8[20 µM]	-5.8	3.1	5.4	x	-8.9	-8.7	-11.2	6.9
COc1cccc(CNC(=O)CCC2CCCN(C(=O)CCn3cncn3)C2)c1 (stereo not drawn)	-16.9	-4.5	-0.4	-0.9	-0.0572	-12.3	0.9	-1.7	0.7
O=C(NCC1CCCO1)C(c1ccc(F)cc1)N(Cc1ccc2c(c1)OCO2)C(=O)c1ccc(CN2CCOCC2)o1 (stereo not drawn)	-13.3	11.7	-4.8	-3.6	x	-6.8	-1.7	-10.4	-0.7
CCCCC(=O)Nc1ncc([N+](=O)[O-])s1	-6.9	-4.4	-1.5	-4.8	-1.73	-0.9	-4.5	3.8	0.8
CCN(CC)c1ccc(/C=N/NC(=O)OC(C)(C)C)cc1	-13.7	8.1	-3.0	-2.4	0.289	3.1	-7.3	-20.4	2.1
CCC(=O)N1CCc2cc(S(=O)(=O)CCC(=O)NCCc3ccc(OC)c(OC)c3)ccc21	-10.2	2.7	-0.8	-20.2	-1.54	-7.4	-0.8	-10.1	-3.8[fluorescence artefact?]
C=CCN1c2ccccc2[C@]23C[C@@H](C(=O)OC)N(C(=O)CC(C)C)C2=NC(C(=O)OC)=C(C(=O)OC)[C@H]13	-31.1	-3.3	0.5	1.2	-1.4	-2.6	-13.5	-0.5	3.2
O=C(COC(=O)c1cc(=O)[nH]c2ccccc12)Nc1cccc(S(=O)(=O)N2CCOCC2)c1	-4.5	-10.9	20.7	11.4	0.164	2.8	-12.9	-35.3	-3.6
CCOC(=O)C(C)Sc1nc2c(cnn2-c2ccc(C)cc2)c(=O)[nH]1 (stereo not drawn)	-19.3[20 µM]	4.1	1.8	-11.3	-0.445	0.3	-3.8	-2.9	3.3[fluorescence artefact?]
COc1ccc(CC(=O)N2CCC(Nc3nc4ccccc4n3Cc3ccc(F)cc3)CC2)cc1	-24.1[20 µM]	10.6	19.0	59.9*	-0.207	-5.3	-1.3	15.7	-3.5
CCC(CC)C(=O)N1N=C(c2ccc(NS(C)(=O)=O)cc2)CC1c1ccc(C)cc1 (stereo not drawn)	-9.9	11.6	7.7	-3.6	-0.0652	8.4	-27.9	-1.3	-2.4
CCn1c(SCc2ccc(C#N)cc2)nnc1-c1cccc(Cl)c1	-8.1[20 µM]	-3.6	-7.2	-16.1	0.159	-7.8	-1.7	-16.2	3.1
COc1ccc(CCC(=O)NCCCNC(=O)CCc2ccc(OC)cc2)cc1	-11.1	-3.5	2.5	-16.6	1.12	-8.8[fluorescence artefact?]	-17.7	-18.8	5.5[fluorescence artefact?]
O=C1CC(c2ccccc2)CC(=O)C1Sc1ccc(Cl)cc1 (stereo not drawn)	0.1	12.8	0.6	-10.0	-3.01	-2.2	0.1	-4.7	-20.8
O=C(CC1CCCCC1)Nc1c2c(nn1-c1ccc(F)cc1)CS(=O)(=O)C2	-12.1	-4.3	-2.5	-6.8	x	-6.2	-9.4	-8.5	4.6
O=C(NCc1ccccc1)C1CCN(C(=O)NCc2ccccc2)CC1	-13.3	-5.3	6.0	-12.7	0.819	-3.0	-9.4	-4.0	-6.1

The final 2 entries of the part before are carried over, then new ones follow:
smiles	Furin inhibitor	Rad51 HR inh	thrombin 1536	hK5 inh	Cl transport mod	14-3-3 Bad PPI	p47phox inh	EBV gp42 block	eIF4E-4G inh
O=C(CC1CCCCC1)Nc1c2c(nn1-c1ccc(F)cc1)CS(=O)(=O)C2	-12.1	-4.3	-2.5	-6.8	x	-6.2	-9.4	-8.5	4.6
O=C(NCc1ccccc1)C1CCN(C(=O)NCc2ccccc2)CC1	-13.3	-5.3	6.0	-12.7	0.819	-3.0	-9.4	-4.0	-6.1
O=C(COc1ccc([N+](=O)[O-])cc1)NNC(=S)NC(=O)c1ccc(Br)cc1	-27.8	-0.8	-1.4	-16.2	6.05*	-13.1	-4.4	-23.7	-2.2
Cn1c(SCCC#N)nnc1-c1ccccc1F	-29.6	9.3	1.8	18.3	0.0242	-7.2	-15.3	-6.1	-1.4
C=CCn1c(SCc2n[nH]c(=S)n2-c2ccccc2)nnc1-c1ccccc1	-17.6	-3.7	-7.8	1.0	-0.111	-4.5	7.8	-2.8	4.2
CCc1ccc(C(=O)/C=C2\Sc3ccccc3NC2=O)cc1	-11.7	3.3	-7.9	-70.2	-0.59	-27.1[fluorescence artefact?]	-3.9	-14.9	7.3[fluorescence artefact?]
NC(=S)Nc1nc2ccccc2[nH]c1=O	-13.1[20 µM]	x	5.1	-47.0	x	24.7[fluorescence artefact?]	-17.6	2.1	9.8[fluorescence artefact?]
COc1ccc(/C=N/NC(=O)c2[nH]c3ccc(Br)cc3c2-c2ccccc2)c(C(=O)O)c1OC	-10.5	3.8	-5.7	0.3	-0.154	3.7	1.8	8.6	-5.5
Cc1cc(C)c(C(=O)c2ccc(C(=O)NC(C)(C)C)cc2)c(C)c1	-21.6[20 µM]	7.4	4.0	-20.2	-2.52	5.5	-9.8	-10.4	4.4
CC(OC(=O)c1ccc(F)cc1)C(=O)Nc1nc(-c2cccc([N+](=O)[O-])c2)cs1 (stereo not drawn)	-19.6	-2.2	-9.7	-0.8	-0.692	5.3[fluorescence artefact?]	-30.9	-22.3	-0.8
CCCn1nnc(NC(=O)COc2ccccc2Cl)n1	-13.2[20 µM]	6.8	3.1	-2.5	1.44	0.2	-5.8	-11.5	-15.2
O=C1NC(c2ccc(Br)cc2)=N/C1=C/c1ccco1	-13.6	-9.3	9.0	5.4	-0.672	22.2	15.8	-20.4	-6.1
O=C(NCc1cccnc1)C(=O)NCC1OCCN1S(=O)(=O)c1cc(F)ccc1F (stereo not drawn)	-16.3	x	-10.9	-3.1	0.89	0.8	-7.7	9.8	27.2
CN(C)c1ccnc2sc3c(=O)n(-c4ccccc4)cnc3c12	-2.3[20 µM]	-3.5	-4.3	11.6	0.147	6.8	-2.3	-8.8	-5.6[fluorescence artefact?]
Cc1cc(C)c2c3c(sc2n1)C(=O)N(c1ccccc1)CC(=O)N3	-20.8	-2.7	-1.4	17.5	1.98	-1.0	5.3	-8.7	1.0
O=C(c1ccc(Br)cc1)N1CCCC(c2nc(-c3cccs3)no2)C1 (stereo not drawn)	-25.3	3.4	2.6	3.6	-1.78	-6.0	-10.6	0.6	-2.9
COc1ccc2c(c1)n([O-])c1c([n+]2=O)CCC1	-20.2	10.9	-1.9	-3.4	0.473	-2.9	-1.4	5.1	4.4
O=C(O)/C(=C/c1cccnc1)NC(=O)c1ccccc1	-17.1	-1.3	-7.4	-8.0	0.315	5.6[fluorescence artefact?]	-0.3	-1.8	3.6
CS(=O)(=O)N1CCN(C(=O)c2csc3ccccc23)CC1	-8.6[20 µM]	1.8	-2.9	-2.3	x	10.4	-2.2	-6.8	-1.4
C/C(N)=C(/C#N)C(=O)CSc1nc2scc(-c3ccccc3)c2c(=O)n1C	-27.4	-10.3	-3.2	3.3	0.626	8.3	-34.5	-13.7	2.5
CCOC(=O)c1cc(-c2ccc(N3CCOCC3)cc2)nn1-c1ccccc1	-23.5	x	0.0	-22.9	0.158	-8.5	-18.4	-11.6	-2.9
CCCS(=O)(=O)N1CCN(C(=O)c2cccc(OC)c2)CC1	-34.6	-1.6	-1.2	-4.5	x	6.7	-15.3	0.3	-5.6
CC12CCCc3c(O)cc(=O)n(c31)-c1ccccc12 (stereo not drawn)	-8.9	5.7	-4.8	-18.9	-2.73	-31.5[fluorescence artefact?]	-4.8	-16.0	-1.5
Cc1ccc(NC(=O)CCN2CCc3ccccc3C2)cc1	-5.2[20 µM]	-3.0	2.4	-2.8	x	-0.1	-3.3	-11.1	-6.0
CCN(CC)CCNC(=O)c1cccc(NC(=O)C(=O)c2cc(Br)ccc2NC(C)=O)c1	-14.8	-4.8	x	-4.5	-0.0466	-5.8	-6.1	-6.4	-1.6
COc1ccc(CCn2c(N)c(C#N)c3nc4ccccc4nc32)cc1OC	-15.8[20 µM]	11.4	-4.4	-46.5	-1.25	-6.2[fluorescence artefact?]	-13.2	2.0	-6.0[fluorescence artefact?]
C=CCc1c(C)nc(-c2ccccc2)nc1Nc1ccc(O)cc1	-26.7	x	1.9	-5.2	-0.715	6.2	-9.4	-3.5	-4.5
CN1CCN(S(=O)(=O)c2cccc(C(=O)Nc3sc4c(c3C(N)=O)CCCC4)c2)CC1	-5.3	5.8	-3.5	7.9	1.01	-1.5[fluorescence artefact?]	-14.2	-12.3	3.8
Cc1nc(CSc2ccccc2)cc(=O)[nH]1	-8.0	-12.8	-18.8	0.4	0.434	11.2	0.8	-10.6	1.6
COC(=O)/C(=C\Nc1ccccc1N)c1ncc(C(F)(F)F)cc1Cl	-14.0[20 µM]	10.1	-1.9	6.2	-1.41	-4.0	3.3	-18.1	-3.0
Cc1ccc(Oc2nc(CN3CCOCC3)nc3sc4c(c23)CCC(C)C4)cc1 (stereo not drawn)	-19.2	-8.0	-10.7	-6.3	-0.362	-3.7[fluorescence artefact?]	0.1	6.8	4.9
COc1ccc(N(CC(=O)Nc2cc(C)ccc2OC)S(=O)(=O)c2c(C)noc2C)cc1	-11.9	3.3	1.2	-13.9	x	6.3	-21.0	-9.1	1.8

Sorted by number of heavy atoms (low to high): 3 of the compounds above.
smiles	Furin inhibitor	Rad51 HR inh	thrombin 1536	hK5 inh	Cl transport mod	14-3-3 Bad PPI	p47phox inh	EBV gp42 block	eIF4E-4G inh
Cc1nc(CSc2ccccc2)cc(=O)[nH]1	-8.0	-12.8	-18.8	0.4	0.434	11.2	0.8	-10.6	1.6
Cc1ccc(NC(=O)CCN2CCc3ccccc3C2)cc1	-5.2[20 µM]	-3.0	2.4	-2.8	x	-0.1	-3.3	-11.1	-6.0
Cc1ccc(Oc2nc(CN3CCOCC3)nc3sc4c(c23)CCC(C)C4)cc1 (stereo not drawn)	-19.2	-8.0	-10.7	-6.3	-0.362	-3.7[fluorescence artefact?]	0.1	6.8	4.9

Screening results from PubChem.

Not a hit list, and some 4.7% of all compounds hit somewhere here.
